# From PubChem
# IEC-6 tox = kills IEC-6 intestinal cells in KLF5 counter-screen | IEC-6 cytotoxicity, luminescence viability | inhibition, % at 5 µM | 290,000 compounds, 0.78% hits | AID 1825; in the data active means inhibition above about 22%;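 further: 0% = plate median of test compound wells and 100% = cytotoxic reference compound wells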
# TRPC4 inh = TRPC4 (mouse) channel inhibition; Q9QUQ5; HEK293 TRPC4beta/mu-opioid, DAMGO-evoked Fluo4 calcium flux; hits give low values; B-score at 10 µM; 300,000 compounds, 0.39% hits; AID 2247;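 active means B-score over 3 SD under the library average, no early fluorescence shift, positive overall ratio signal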
# Target sequence (Q9QUQ5 whole entry, looked up): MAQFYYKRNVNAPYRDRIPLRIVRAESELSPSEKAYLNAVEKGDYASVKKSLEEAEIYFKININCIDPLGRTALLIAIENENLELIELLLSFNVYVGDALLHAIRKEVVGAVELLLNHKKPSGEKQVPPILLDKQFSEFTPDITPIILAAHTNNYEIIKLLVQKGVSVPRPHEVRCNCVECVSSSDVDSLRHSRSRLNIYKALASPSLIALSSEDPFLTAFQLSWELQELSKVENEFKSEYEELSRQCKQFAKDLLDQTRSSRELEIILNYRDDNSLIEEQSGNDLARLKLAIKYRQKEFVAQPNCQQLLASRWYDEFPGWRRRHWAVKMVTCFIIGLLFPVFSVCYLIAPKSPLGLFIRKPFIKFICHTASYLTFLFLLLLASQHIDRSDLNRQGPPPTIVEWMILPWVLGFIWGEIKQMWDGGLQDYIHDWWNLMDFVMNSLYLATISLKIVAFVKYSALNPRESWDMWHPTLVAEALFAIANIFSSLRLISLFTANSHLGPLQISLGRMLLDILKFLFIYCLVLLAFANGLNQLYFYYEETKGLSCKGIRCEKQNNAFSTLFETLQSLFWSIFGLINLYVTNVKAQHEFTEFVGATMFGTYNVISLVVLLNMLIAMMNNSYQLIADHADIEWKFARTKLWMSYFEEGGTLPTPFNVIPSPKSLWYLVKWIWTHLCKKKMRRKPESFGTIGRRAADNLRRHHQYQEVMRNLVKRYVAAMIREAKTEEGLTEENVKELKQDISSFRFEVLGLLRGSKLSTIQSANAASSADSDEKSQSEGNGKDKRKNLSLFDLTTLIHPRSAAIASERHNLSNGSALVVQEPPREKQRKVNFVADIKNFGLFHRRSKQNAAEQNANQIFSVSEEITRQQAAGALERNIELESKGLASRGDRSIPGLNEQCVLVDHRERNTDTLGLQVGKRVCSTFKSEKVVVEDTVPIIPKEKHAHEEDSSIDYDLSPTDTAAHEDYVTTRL
#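 Test system – stable TRPC4beta/mu-opioid receptor HEK293 cells · Probe or stimulus – DAMGO, a submaximal dose followed by a maximal one · Dosing – one concentration per compound · Signal – Fluo4 calcium fluorescence by kinetic imaging, 5 s 1 Hz baseline · Evaluation – per-well B score of integrated baseline-normalized Fluo4 ratio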
# KLF5 inh = suppresses KLF5 promoter-driven expression. AID 1700. inhibition, % at 5 µM. DLD-1 KLF5 promoter-luciferase reporter, luminescence. 290,000 compounds, 0.23% hits;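 active means inhibition above a per-plate limit of that plate's mean compound inhibition plus 3 SD, cut at about 60% in these data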;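 further: 0% = DMSO wells and 100% = LY294002 at 200 µM; higher means less KLF5 promoter-driven luciferase light; inactives centre near -14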
# SKKanGAS inh = SKKanGAS growth inhibition; AID 1662; 300,000 compounds, 1.3% hits; S. pyogenes SKKanGAS, kanamycin growth, BacTiter-Glo, 6 h; inhibition, % at 7.5 µM;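 active means mean replicate score, as percent of positive control median, at least 50; inconclusive means mean below 50 but one replicate at or above 50; inactive means mean and every replicate below 50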;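 further: strain carries kanamycin resistance gene driven by streptokinase promoter and grows in 40 µg/ml kanamycin; loss of luminescence reflects streptokinase promoter inhibition or plain growth inhibition; 0% = median of DMSO wells and 100% = positive control at its reference dose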
# HIF activator = HIF pathway transcriptional activation; 300,000 compounds, 0.32% hits; activation, % at 7.5 µM (by protocol); U2OS HRE-luciferase reporter, luminescence; normalized: DMSO 0%, desferrioxamine 100%; AID 1910;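 active means mean activation of at least 10% of the iron chelator positive control signal, with at least half of replicates also reaching 10%; inconclusive means mean and replicate majority disagree about reaching 10%; inactive means mean and most replicates under 10%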
# TRPC6 inh = mouse TRPC6 channel inhibition. Q61143. HEK293-TRPC6, membrane potential dye, ACh-evoked depolarization; hits give low values. B-score at 10 µM. 310,000 compounds, 1.1% hits;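 active means B-score under library mean minus 3 SD, initial fluorescence not abnormally high, positive integrated signal ratio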;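 further: B-score derived from integrated fluorescence ratio over the kinetic read; more negative B-score means stronger inhibition of depolarization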
# TRPC6 activator = mouse TRPC6 channel activation; 310,000 compounds, 0.13% hits; HEK293-TRPC6 membrane potential dye fluorescence; hits give high values; B-score at 10 µM; Q61143;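 active means B-score of the integrated fluorescence ratio above library mean plus 3 SD, and starting fluorescence ratio within library mean plus 5 SD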;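 further: higher score means more depolarization so channel activation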
# TRPC4 act = opens the mouse TRPC4 cation channel; Q9QUQ5; HEK293 TRPC4beta/mu-opioid, Fluo4 calcium fluorescence; hits give high values; B-score at 10 µM; 310,000 compounds, 0.49% hits;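 active means B-score above 5 SD of library B-scores, and initial fluorescence ratio not above library mean plus 5 SD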;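 further: positive B-score marks a calcium rise read as TRPC4 activation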
#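 Test system: HEK293 cells stably co-expressing mouse TRPC4beta and mu-opioid receptor | Schedule: Fluo4 dye loading 45 min at room temperature, 110 s recording | Measured by: Kinetic Fluo4 calcium fluorescence, 5 s baseline at 1 Hz | Evaluation: B score of integrated ratio | Controls: Buffer (low) and maximal DAMGO (high)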
# aSyn UTR inh = 5' untranslated region of α-synuclein, MLPCN primary screen. alpha-synuclein 5'UTR reporter, inhibitor activity. inhibition, % (tested at 7.5 µM). 300,000 compounds, 0.82% hits; in the data active means inhibition above about 60%; inconclusive means no clear call, values can overlap the other calls;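 further: H4 neuroglioblastoma cells stably carrying SNCA 5'UTR luciferase fusion; 0% = DMSO wells and 100% = positive control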
# TRPC4 potent = TRPC4 (mouse) allosteric potentiation. Q9QUQ5. HEK293 TRPC4beta/mu-opioid, DAMGO EC20, Fluo-4 Ca2+ flux; hits give high values. B-score at 10 µM. 310,000 compounds, 0.42% hits. AID 2227;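 active means B-score of calcium response area above 5 SD of library B-scores, with initial fluorescence ratio within 5 SD of library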;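 further: B-score of integrated fluorescence ratio over time as area under calcium response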
# MrgX1 antag = human MrgX1 receptor antagonism, primary screen; Q96LB2; MRGX1-HEK293 calcium flux, Fluo-4, BAM8-22 antagonism; hits give low values; B-score at 10 µM; 310,000 compounds, 1.3% hits;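 active means calcium-response B-score plate-corrected more than 3 library SD below zero, starting fluorescence within 5 deviations, no agonist response on first addition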;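 further: peak minus trough fluorescence over baseline after final BAM8-22 challenge near maximal dose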
# * marks the source's active call; other numbers are inactive results; i = inactive; ? = inconclusive; · = not tested or not shown. Random draw from the library. Share with any hit: about 5.8%.
# Values run as follows: IEC-6 tox	TRPC4 inh	KLF5 inh	SKKanGAS inh	HIF activator	TRPC6 inh	TRPC6 activator	TRPC4 act	aSyn UTR inh	TRPC4 potent	MrgX1 antag
- O=C(NCc1cccnc1)C(=O)Nc1nc(-c2ccccc2)cs1
 : -2	i	-27	0	2.5	i	i	i	-99	i	i
- CCC(=O)c1ccc(OCC(=O)OCC(=O)c2cc(C)n(CC3CCCO3)c2C)cc1 (stereo not drawn)
 : ·	i	·	4	-0.2	i	i	i	-7	i	i
- CC(C)(C)OC(=O)N[C@@H](Cc1ccccc1)C(=O)N1CCC(C(=O)N[C@@H](Cc2c[nH]c3ccccc23)C(=O)O)CC1
 : 0	i	-12	0	-24	i	i	i	5	i	i
- CCc1ccc(C(=O)NC(=S)Nc2ccc3c(c2)OCCO3)cc1
 : 5	i	-54	-15	2.9	i	i	i	-128	i	i
- CN(Cc1cc(=O)n2ccsc2n1)C1CCCCC1
 : -2	i	-27	2	-0.5	i	i	i	7	i	i
- Cc1csc(=O)n1CCC(=O)OCC(=O)NCc1ccc(F)cc1
 : ·	i	·	-3	-21	i	i	i	9	i	i
- Cn1cc(CN2CCCC(C(=O)Nc3cccc(-c4cc5ccccc5[nH]4)c3)C2)cn1 (stereo not drawn)
 : 6	i	-11	5	-0.6	i	i	i	14	i	i
- Cc1cc(F)ccc1S(=O)(=O)N1CCCOC1CNC(=O)C(=O)NCc1ccc2c(c1)OCO2 (stereo not drawn)
 : 0	i	-15	6	-0.2	i	i	i	7	i	i
- COc1ccc(N(CC(=O)Nc2ccccc2OC)S(=O)(=O)c2ccccc2)cc1Cl
 : 2	i	-23	18	-0.3	i	i	i	19	i	i
- O=C1CCCCC1S(=O)(=O)c1ccccc1 (stereo not drawn)
 : 3	i	8	-6	-0.5	i	i	i	-5	i	i
- CC(=O)c1ccc(N2CCN(C(=O)Nc3ccc(F)cc3)CC2)cc1
 : 1	i	-6	-1	0.6	i	i	i	8	i	i
- CSc1ccccc1OCc1cc(C(=O)N(C)Cc2nonc2C)no1
 : 6	i	-132	-5	3.7	i	i	i	-119	i	i
- CS(=O)c1ccccc1COC(=O)Nc1ccccc1 (stereo not drawn)
 : -5	i	-16	0	-1.1	i	i	i	-9	i	i
- COc1ccc(Cc2c(O)nc(SCC(=O)N3CCOCC3)[nH]c2=O)cc1
 : -9	i	-7	2	-0.2	i	i	i	-2	i	i
- O=C(CSc1nccc(=O)[nH]1)Nc1cc(C(F)(F)F)ccc1N1CCOCC1
 : 2	i	3	3	-26	i	i	i	4	i	i
- CCc1cccc(C)c1NC(=O)CN1CCN(S(=O)(=O)c2ccc(C(C)(C)C)cc2)CC1
 : ·	i	·	5	0.4	i	i	i	17	i	i
- Cc1cc(CN(C)C(=O)c2ccc(OC3CCN(S(=O)(=O)N(C)C)CC3)cc2)n[nH]1
 : 2	i	-11	0	-0.3	i	i	i	-3	i	i
- CCc1c(C)nc2ncnn2c1N1CCC(C(=O)NCc2ccc3c(c2)OCO3)CC1
 : -1	i	-28	0	-0.4	i	i	i	12	i	i
- Cc1ccc(S(=O)(=O)N(CCC#N)C2CCCCC2)c2nsnc12
 : -3	i	4	-7	-0.1	i	i	i	-8	i	i
- O=C(Nc1ccc(Cl)cn1)Nc1ccccc1Cl
 : 4	i	-11	-4	0.2	i	i	i	-87	i	i

# Nine entries from above, ordered by count of non-hydrogen atoms, largest number first.
# Values run as follows: IEC-6 tox	TRPC4 inh	KLF5 inh	SKKanGAS inh	HIF activator	TRPC6 inh	TRPC6 activator	TRPC4 act	aSyn UTR inh	TRPC4 potent	MrgX1 antag
- CCc1cccc(C)c1NC(=O)CN1CCN(S(=O)(=O)c2ccc(C(C)(C)C)cc2)CC1
 : ·	i	·	5	0.4	i	i	i	17	i	i
- COc1ccc(N(CC(=O)Nc2ccccc2OC)S(=O)(=O)c2ccccc2)cc1Cl
 : 2	i	-23	18	-0.3	i	i	i	19	i	i
- Cc1cc(CN(C)C(=O)c2ccc(OC3CCN(S(=O)(=O)N(C)C)CC3)cc2)n[nH]1
 : 2	i	-11	0	-0.3	i	i	i	-3	i	i
- CC(=O)c1ccc(N2CCN(C(=O)Nc3ccc(F)cc3)CC2)cc1
 : 1	i	-6	-1	0.6	i	i	i	8	i	i
- Cc1csc(=O)n1CCC(=O)OCC(=O)NCc1ccc(F)cc1
 : ·	i	·	-3	-21	i	i	i	9	i	i
- CS(=O)c1ccccc1COC(=O)Nc1ccccc1 (stereo not drawn)
 : -5	i	-16	0	-1.1	i	i	i	-9	i	i
- CN(Cc1cc(=O)n2ccsc2n1)C1CCCCC1
 : -2	i	-27	2	-0.5	i	i	i	7	i	i
- O=C(Nc1ccc(Cl)cn1)Nc1ccccc1Cl
 : 4	i	-11	-4	0.2	i	i	i	-87	i	i
- O=C1CCCCC1S(=O)(=O)c1ccccc1 (stereo not drawn)
 : 3	i	8	-6	-0.5	i	i	i	-5	i	i

# Remaining list, next part:
# Values run as follows: IEC-6 tox	TRPC4 inh	KLF5 inh	SKKanGAS inh	HIF activator	TRPC6 inh	TRPC6 activator	TRPC4 act	aSyn UTR inh	TRPC4 potent	MrgX1 antag
- Cc1cc2ncn(C(=O)c3c(-c4ccccc4)noc3C)c2cc1C
 : -3	i	-1	3	-0.2	i	i	i	2	i	i
- O=C(NCc1ccncc1)C(=O)NCC1OCCCN1S(=O)(=O)c1ccccc1 (stereo not drawn)
 : 5	i	-21	-2	-0.1	i	i	i	-25	i	i
- COc1ccc(OC)c(NC(=O)CCN2CCCCC2)c1
 : 1	i	1	5	0.6	i	i	i	-22	i	i
- CCc1c(C2(O)CCCCC2)[nH]c2ccc(C(F)(F)F)cc12
 : 6	i	6	69*	-1.3	i	i	i	46	i	i
- Cc1ccccc1CN1C(=O)C(O)(CC(=O)c2ccncc2)c2ccccc21 (stereo not drawn)
 : -2	·	-11	-2	-0.2	i	i	i	6	i	i
- CCC(=O)Nc1ccc(Cl)c(NC(=S)NC(C)=O)c1
 : 2	i	-30	2	-0.3	i	i	i	4	i	i
- Cc1ccc(C(=O)c2c3ccc(N)cc3nn2CCC(N)=O)cc1
 : 2	i	6	5	0.2	i	i	i	30	i	i
- COc1ccc(Cl)cc1NC(=O)CN1CCN(S(=O)(=O)N2CCC(C)CC2)CC1
 : -2	i	-9	5	0.4	i	i	i	9	i	i
- COc1cccc(C(=O)NC2CCN(CC(=O)NCc3ccccc3F)CC2)c1
 : -4	i	-3	3	1.0	i	i	i	3	i	i
- Cc1cccc(NC(=O)/C(C#N)=C/c2ccccc2Cl)n1
 : 3	i	-3	1	-4.8	i	i	i	4	i	i
- CCOC(=O)C1(CC2CC2)CCN(Cc2cn(C)c3ccccc23)CC1
 : 3	i	-3	-14	-0.1	i	i	i	15	i	i
- Cc1ccc(NC2=C(Cl)C(=O)c3ccccc3C2=O)cc1
 : 2	i	-9	9	-5.4	i	i	i	?	i	i
- CN(C)c1cccc(C(=O)NCc2ccccc2Cl)c1
 : 2	i	-32	·	2.0	i	i	i	-29	i	i
- CNC(=O)NC(=O)COC(=O)c1ccccc1OCc1ccccc1
 : 1	i	-10	6	0.1	i	i	i	27	i	i
- CCCCc1c(C)nc2nc(SCc3ccc(Cl)cc3)[nH]n2c1=O
 : 2	i	2	8	-0.2	i	i	i	15	i	i
- CC1(C)C=C2[C@H]3CC[C@@H]4[C@@]5(C)CCC(=O)C(C)(C)[C@@H]5CC[C@@]4(C)[C@]3(C)CC[C@@]2(C(=O)O)CC1
 : -1	i	-10	97*	0.3	i	i	i	23	i	i
- CCOC(=O)N1CCN(Cc2cn3ccccc3n2)CC1
 : 4	i	4	-3	0.0	i	i	i	22	i	i
- CC(=O)Nc1ccc(S(=O)(=O)Nc2ccc(S(=O)(=O)Nc3ncccn3)cc2)cc1
 : -10	i	-22	15	-0.2	i	i	i	12	i	i
- Oc1ccc2ccccc2c1/C=N/c1nc2c(s1)CCCC2
 : -4	i	-39	-3	-1.6	i	i	i	19	i	i
- N#Cc1ccc(C(=O)N(Cc2ccccc2)c2ccccc2)cc1
 : -1	i	-51	6	0.4	i	i	i	-14	i	i

# Other records:
# Values run as follows: IEC-6 tox	TRPC4 inh	KLF5 inh	SKKanGAS inh	HIF activator	TRPC6 inh	TRPC6 activator	TRPC4 act	aSyn UTR inh	TRPC4 potent	MrgX1 antag
- Cc1ccsc1/C=N\NC(=O)Cn1nnc2ccccc21
 : -9	i	-29	-9	2.6	i	i	i	-36	i	i
- CCCn1c(=O)c2c(C(F)(F)F)cc(-c3cccs3)nc2n(CCC)c1=O
 : -2	i	-14	-7	-0.5	i	i	i	8	i	i
- Cc1nc2sc(-c3ccccc3)nn2c(=O)c1Br
 : 0	i	-8	-1	1.1	i	i	i	-78	i	i
- CCc1ccc(OCC(=O)NNC(=O)CSc2ncnc3sc(C)c(C)c23)cc1
 : 2	i	3	0	-0.4	i	i	i	-10	i	i
- COc1ccc(Cn2c(=O)[nH]c3cc(C(=O)NCCc4ccc(S(N)(=O)=O)cc4)ccc3c2=O)cc1
 : 2	i	-37	1	0.2	i	i	i	-11	i	i
- Cc1cc(C)c(NC(=O)CSc2ccc(-c3cccnc3)nn2)c(C)c1
 : 3	i	1	-1	-0.4	i	i	i	24	i	i
- N/C(=N\OC(=O)c1cccnc1)c1ccc(Cl)cc1Cl
 : -1	i	-40	-19	1.8	i	i	i	-153	i	-4.6*
- C=CCn1c(SCC(N)=O)nc2nc3c(cc2c1=O)COC(C)(C)C3
 : 3	i	-5	-4	-0.8	i	i	i	6	i	i
- CCn1cc(C(=O)N2CCc3ccccc32)c(=O)c2cc(S(=O)(=O)N3CCCC3)ccc21
 : 3	i	-4	-11	-1.1	i	i	i	-42	i	i
- CCc1cccc(NS(=O)(=O)c2c(C)n[nH]c2C)c1
 : 1	i	-5	2	-0.2	i	i	i	4	i	i
- COc1cccc2cc(C(=O)NCc3ccccn3)c(=O)oc12
 : 1	·	-26	0	1.5	i	i	i	-164	i	i
- Cc1nnc(SCc2cc([N+](=O)[O-])cc3c2OCOC3)n(N)c1=O
 : 10	i	10	-5	-0.8	i	i	i	5	i	i
- CC(C)Cn1c(SCC(=O)N2CC(=O)Nc3ccccc32)nc2ccccc21
 : 8	i	-4	-5	-0.3	i	i	i	2	i	i
- Brc1ccc(CN2C3=NCCCN3c3ccccc32)cc1
 : 1	-7*	-5	-5	-0.6	i	i	i	-4	i	i
